# Screening results (PubChem)
# Giardia FBPA inh: Giardia lamblia aldolase inhibition; A8B2U2; purified Giardia FBPA; Potency, µM (series often up to 59.6 µM), for inactives: at the highest dose activity, negative = inhibition, usual class: inhibitors; actives 0.71% (n = 290,000); AID 2451; further: potency means the concentration at half of the fitted maximal effect; nearly all actives have a fitted effect of over 55% in size
# Target sequence (A8B2U2 whole entry, looked up): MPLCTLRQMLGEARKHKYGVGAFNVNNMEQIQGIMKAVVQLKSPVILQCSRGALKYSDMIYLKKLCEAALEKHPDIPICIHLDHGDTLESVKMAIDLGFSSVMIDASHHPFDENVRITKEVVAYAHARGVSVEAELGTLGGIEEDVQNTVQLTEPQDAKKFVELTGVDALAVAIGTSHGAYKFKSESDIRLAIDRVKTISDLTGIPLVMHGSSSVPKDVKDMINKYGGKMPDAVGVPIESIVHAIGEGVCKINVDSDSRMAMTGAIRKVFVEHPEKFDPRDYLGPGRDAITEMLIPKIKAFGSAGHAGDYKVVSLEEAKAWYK
#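 40 nM FBPA preincubated 10 min at RT with compound (up to 57.5 uM final), then substrate plus GAPDH/TPI/NAD/arsenate coupling and diaphorase/resazurin added. Fluorescence read after 20 min at RT, 525/598 nm.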
# HCV inh: HCV inhibition. Huh7.5.1 HCVcc-Cre infection, luciferase reporter, 44 h. Potency, µM (series often up to 41.8 µM), for the others: at the top dose activity change, negative = inhibition, actives largely listed as inhibitors. actives 3.4% (n = 340,000). AID 651820; further: potency means the concentration at half of the fitted maximal effect
#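 Whole-lifecycle infectious HCVcc-Cre system; cells 1,000/well, compound then virus (~0.5 moi) added 4 h after plating, 44 h culture. Luciferase read 15 sec following 15 min substrate incubation, room temp.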
# Sm TGR inh: blocks Schistosoma mansoni thioredoxin glutathione reductase; Potency, µM (highest dose often 114 µM), for the others: top-dose activity change, negative = inhibition, most hits filed as inhibitors; actives 3% (n = 360,000); Q962Y6; purified TGR, DTNB reduction, TNB absorbance 405 nm; further: potency means the concentration at half of the fitted maximal effect; nearly all actives have a fitted effect of over 60% in size
#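 TGR 20 nM + NADPH 100 uM (dispensed conc.), cpd preinc 15 min RT; start with NADPH (500 uM addition) then DTNB (15 mM addition). Kinetic TNB absorbance, 405 nm filter. Four-parameter Hill fit across titration.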
# AmpC inh detg: blocks E. coli AmpC beta-lactamase in detergent assay | P00811 | AmpC hydrolysis of nitrocefin, absorbance 480 nm, 0.01% Triton | Potency, µM (top dose mostly 114 µM), for the others: at the highest dose activity change, negative = inhibition, hits mostly inhibitors | actives 0.041% (n = 370,000) | AID 485294;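 further: potency means the concentration at half of the fitted maximal effect; 0% = no-compound wells and -100% = no-enzyme wells; nearly all actives have a fitted effect of over 25% in size; some results filed as inactive show a strong effect at the top dose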
# Target sequence (P00811 whole entry, looked up): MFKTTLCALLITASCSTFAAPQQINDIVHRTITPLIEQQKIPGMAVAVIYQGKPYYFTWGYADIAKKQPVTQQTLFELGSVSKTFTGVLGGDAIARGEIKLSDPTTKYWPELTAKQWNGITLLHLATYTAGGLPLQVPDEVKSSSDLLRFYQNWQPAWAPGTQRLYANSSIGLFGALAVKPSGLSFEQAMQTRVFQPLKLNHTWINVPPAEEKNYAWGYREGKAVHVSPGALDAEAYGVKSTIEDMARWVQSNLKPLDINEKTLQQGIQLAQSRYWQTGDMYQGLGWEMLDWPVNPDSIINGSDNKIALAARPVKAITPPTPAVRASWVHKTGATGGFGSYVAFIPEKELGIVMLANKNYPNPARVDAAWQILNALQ
#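 20 mM phosphate pH 7.0 + 0.01% (detergent screen) or 0.0001% Triton X-100; 5.3 nM AmpC reagent; cpd preinc 15 min RT; nitrocefin (800 uM stock) to start; A480 q20 s × 4 min; Activity was normalised to no-enzyme and no-compound control wells.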
# HCMV antiviral: inhibitors of human cytomegalovirus | HFF cells, HCMV-luciferase reporter, 72 h; stronger effect = lower value | activity change, negative = inhibition, % at 57.5 µM | AID 1259415 | actives 4.5% (n = 410,000); in the data active means activity change below about -60%; inconclusive means no clear call, values can overlap the other calls; inactive means above about -39%
#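 Human foreskin fibroblasts infected with luciferase-reporter HCMV at MOI 1 PFU/cell, compounds at two doses. Luciferase measured 72 h post infection; normalized to buffer-only basal and Salinomycin (10uM) controls.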
# AMA1 RON2 block: AMA1-RON2 (P. falciparum) interaction inhibition; AlphaScreen AMA1-biotinylated RON2 peptide binding; actives 0.2% (n = 360,000); Potency, µM (doses to about 58.2 µM), for the others: at the top dose activity change, negative = inhibition, actives largely listed as inhibitors;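 further: potency means the concentration at half of the fitted maximal effect; 0% = vehicle wells and -100% = peptide control; nearly all actives have a fitted effect of over 45% in size; some results filed as inactive show a strong effect at the top dose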
#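 AMA1 (3D7) with his tag at 25 nM final met compounds first, then biotinylated RON2 peptide at 25 nM; detection used donor plus acceptor beads, 10 µg/mL apiece, read by AlphaScreen after 30 min at room temperature.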
# Numbers without * were called inactive; ? = inconclusive; . = no result given; & = joins results of further samples; [ ] = dose if it differs, or a comment. Unless noted, the call rests on the fitted dose curve; in most records, active means well fitted curve in the direction sought with a large enough effect; inconclusive means small, poorly fitted or top-dose-only effect, or another doubt; inactive means no such curve, though single readings can be large; an effect the other way counts as inactive or inconclusive. Unless noted, on the % scale 0 is the no-effect control and ±100 the full control effect.
SMILES,Giardia FBPA inh,HCV inh,Sm TGR inh,AmpC inh detg,HCMV antiviral,AMA1 RON2 block
CCn1c(CN2CCC(C)CC2)nc2cc(NC(=O)COc3ccc([N+](=O)[O-])cc3)ccc21,.,.,1%,24%,-11,.
COc1ccc(C(=O)N2CCCC(c3ccccc3)=N2)cc1,2%,27%,-1%,-8%,?,13%
COc1ccc(NC(=O)c2csnn2)cc1,.,.,0%,21%,61,.
CC(=O)Nc1cccc(-c2csc(Nc3ccc(C)cn3)n2)c1,-8%,?,1%,-10%,9,-8%
CCN(CC)C(=O)C1CCN(S(=O)(=O)c2cccc3nonc23)CC1,11%,3%,-2%,-8%,-5,-2%
COc1ccccc1-n1c(SCC(=O)Nc2ccc3c(c2)OCO3)nc2c(c1=O)SCC2,-7%,-14%,-3%,2%,-28,-10%
CCOc1ccc(CC(=O)NCC(c2cccs2)S(=O)(=O)c2ccc(F)c(C)c2)cc1 (configuration not stated),.,.,-20%,6%,?,.
CCOC(=O)c1sc2nc(C)n(CC(=O)Nc3cccc(Cl)c3)c(=O)c2c1C,.,.,-2%,-3%,15,.
O=C(c1cc(S(=O)(=O)NCc2ccco2)ccc1Br)N1CCOCC1,.,1%,-23%,?,-3,-6%
O=S(=O)(Nc1ncccn1)c1ccc(NS(=O)(=O)c2cccc(Cl)c2Cl)cc1,10%,19%,1%,-20%,24,-4%
CCOC(=O)N1CCc2c(sc3c2c(=O)n(Cc2ccccc2)c(=O)n3CC(=O)Nc2ccc(C)cc2C)C1,.,.,17%,3%,5,.
O=C(Nc1ccc2nn(-c3ccccc3)nc2c1)c1ccc(-c2cccc(Cl)c2)o1,.,.,8.9µM*,15%,-75*,.
CCC(=O)N1CCC2(CC1)Oc1ccc(Cl)cc1C(=O)C21CC(c2ccc(Cl)cc2)=NO1 (configuration not stated),-2%,?,-12%,-8%,-17,-14%
CCCN1Cc2cccc(C(=O)Nc3cc(Cl)ccc3C)c2C1=O,.,.,7%,-2%,8,.
O=C(COC(=O)C12CC3CC(CC(O)(C3)C1)C2)N1CCN(S(=O)(=O)c2ccc(Cl)cc2)CC1,5%,-23%&17%,1%,-7%,30,6%
CCCCNC(=O)CCn1c(=O)c2ccccc2n(CC(=O)N2CC(C)CC(C)C2)c1=O (configuration not stated),2%,10%,0%,-1%,63,10%
CC1CCN(CC2CCN(C(=O)NCc3ccccc3)CC2)CC1,.,.,6%,-6%,-1,.
CC(Oc1ccccc1)C(=O)N1CCCc2ccccc21 (configuration not stated),3%,9%,5%,0%,-10,-3%
Cc1ccc(CN(CCO)CCO)cc1,4%,7%,1%,-4%,6,-8%
CCCN1C2CCCC1CC(NC(=O)C1CCCCC1)C2 (configuration not stated),-1%,12%,3%,-1%,-13,9%
Clc1ccc(-c2nc3ccc(Cl)cn3c2CN2CCOCC2)cc1,?,3%,1%,?,-17,-1%
COC(=O)C1=C(c2ccc(-c3ccccc3)c(F)c2)C[C@@H]2CC[C@H]1N2C(=O)NCc1ccco1,.,?,-35%,3%,90,-7%
Cc1cc(OCC(=O)N2CCOCC2)cc2oc(=O)c3ccccc3c12,1%,-4%,-3%,-3%,-2,1%
CCN(CC)CCN1C(=O)c2ccccc2NC1c1ccc(Br)cc1 (configuration not stated),6%,-13%,-6%,-3%,-11,-11%
CCOC(=O)C1(C)NC(c2ccc(O)cc2)C2C(=O)N(c3ccccc3)C(=O)C21 (configuration not stated),-4%,10%,?,1%,1,20%
C[C@H](NC(=O)c1ccco1)C(=O)NC1CCCCCC1,.,9%,-1%,-7%,12,-3%
O=C1C2ON(c3ccccc3)C(c3ccncc3)C2C(=O)N1c1ccc(N2CCOCC2)cc1 (configuration not stated),3%,?,3%,-14%,-75*,3%
CC1CCCC(NC(=O)COC(=O)c2cc(S(=O)(=O)N3CCOCC3)ccc2F)C1C (configuration not stated),.,-3%,-8%,-16%,23,0%
N#C/C(=C/c1ccccc1Cl)c1nc(-c2cc3ccccc3oc2=O)cs1,.,.,-6%,2%,0,.
CS(=O)(=O)N(CC(=O)Nc1cccc(Cl)c1Cl)c1ccccc1,2%,2%,0%,3%,18,16%
CCCCNC(=O)Cn1c2c(c(-c3ccccc3Cl)cc1=O)CCC2,1%,-20%,-15%,?,-16,8%
CN(CC(=O)Nc1cccc(F)c1)C(=O)CCc1nc2ccccc2c(=O)[nH]1,.,19%,0%,?,1,4%
Cc1cccc(OCC(=O)NCCCNC(=O)c2ccccn2)c1,-3%,16%,-2%,-11%,8,96%[activator]
COC(=O)CC1Oc2ccc(F)cc2-n2cc(-c3ccc(Cl)cc3)nc21 (configuration not stated),.,.,-1%,1%,-29,.
Cc1ccc(S(=O)(=O)NC(CC(=O)O)c2cccs2)cc1 (configuration not stated),10%,20%,-15%,-9%,?,-11%
Cc1cccc(C)c1N1CCN(C(=O)Nc2ccc3c(c2)OCCO3)CC1,-4%,?,-2%,-7%,-33,-27%
CC(C)(C)NC(=O)/C(=C/c1ccccc1F)NC(=O)c1ccc([N+](=O)[O-])cc1,3%,1%,.,3%,-7,1%
CN(Cc1ncc[nH]1)C(=O)c1cc(COc2c(F)cccc2F)on1,0%,5%,-1%,-2%,-29,-4%
CCCCN(C)C(=O)C1CCC(Cn2c(=O)[nH]c3ccsc3c2=O)CC1 (configuration not stated),.,.,5%,20%,-23,.
O=C(CCC1CCCN(C(=O)Cn2cnnn2)C1)NCc1ccccc1F (configuration not stated),3%,9%,-8%,-3%,-9,-17%
CN=C1SC(CC(=O)Nc2ccc(C(C)=O)cc2)C(=O)N1C (configuration not stated),.,6%,.,.,21,2%
CCOCC(O)CNc1ccccc1 (configuration not stated),4%,30%[activator],1%,-5%,?,-8%
O=C(Nc1ccccc1)OCCN1CCOCC1,.,-2%,.,.,-12,0%
COc1ccc(N2CC(C(=O)Nc3ccc(S(=O)(=O)Nc4nccs4)cc3)CC2=O)cc1 (configuration not stated),1%,17%,-1%,-11%,-25,-1%
Cc1nn(-c2ccc(Cl)cc2)c2sc(C(=O)N3CCN(C(=O)c4ccco4)CC3)cc12,-4%,.,2%,?,.,.
Cc1ccc(OCCn2cc(C(=O)c3cccs3)c3ccccc32)cc1,.,.,12%,30%,-4,.
CCCCCCCNC(=O)C1(CC2CC(c3ccc(Cl)cc3)=NO2)CCN(C(=O)Cc2ccc(F)cc2)CC1 (configuration not stated),0%,15%,8%,-4%,20,-2%
O=c1nc(-c2ccccc2)n(-c2ccccc2)c2ncccc12,3%,21%,3%,4%,-4,-3%
CCN(CC(=O)Nc1c(F)cccc1F)C(=O)/C=C/c1cn(Cc2ccccc2)nc1-c1cccnc1,.,?,10%,-6%,5,57%[activator]
Cc1cc(NC(=O)C2CC(=O)OC2c2ccccc2)no1 (configuration not stated),0%,5%,11%,2%,-14,-2%
Cc1cc(NC(=O)CSc2nnc3c(C)cc4ccccc4n23)no1,10%,13%,7%,-2%,8,-9%
COc1ccc(-c2nc(C#N)c(NCC3CCCO3)o2)cc1OC (configuration not stated),1%,?,-1%,-15%,53,-14%
CC(=O)c1ccc(NC(=O)CCOc2ccccc2)cc1,.,.,-29%,-6%,98,.
CCOC(=O)c1ccc(NC(=O)COC)cc1,7%,-7%,1%,-13%,54,16%
CCc1ccc(CN2CCC(CO)(CC3CCCCO3)CC2)o1 (configuration not stated),-2%,10%,0%,8%,38,6%
Cc1ccc(C)c(NC(=O)C(Sc2nncn2C)c2ccccc2)c1 (configuration not stated),2%,-17%,89µM*,-16%,29,10%
O=C(Nc1ccc(F)cc1F)N1CCCN(c2ccc([N+](=O)[O-])cn2)CC1,-4%,?,-3%,5%,?,0%
c1ccc2[nH]c(NCc3ccc4c(c3)OCO4)nc2c1,-7%,-10%,.,3%,30,-13%
Cc1ccc(-n2c(=O)c3sc4ccccc4c3n(CC(=O)NC3CCCC3)c2=O)cc1C,.,.,1%,-7%,-71*,.
O=C1NC2(CCCc3ccccc32)C(=O)N1CCOc1ccc(Br)cc1 (configuration not stated),2%,?,1%,-1%,-8,-1%

# Other entries follow:
SMILES,Giardia FBPA inh,HCV inh,Sm TGR inh,AmpC inh detg,HCMV antiviral,AMA1 RON2 block
Cc1cc(/C=C2\C(=O)NC(=O)N(c3cccc(F)c3)C2=O)c(C)n1-c1ccc(C(=O)O)c(Cl)c1,-27%,19%,?,3%,-7,-10%
CCn1nccc1C(=O)Nc1ccccc1OC,15%,0%,3%,-15%,18,4%
COc1ccc(S(=O)(=O)N2CCN(CC(=O)Nc3ccc(F)c(F)c3)CC2)cc1,-12%,6%&15%,-14%,3%,-3,10%
CCOC(=O)c1c(S(=O)(=O)NCC(=O)N2CCN(c3ccccc3OC)CC2)c(C)n(C)c1C,.,10%,0%&8%,-20%&6%,-24&20,1%
CCN(CC)C(=O)c1ccc(CS(=O)(=O)Cc2ccccc2)cc1,14%,0%,0%,?,5,8%
O=C(Nc1nnc(S(=O)(=O)N2CCOCC2)s1)c1ccccc1Cl,?,17%,?,-5%&19%,9&-6,-3%
Cc1onc(-c2c(Cl)cccc2Cl)c1C(=O)O/N=C(\C#N)c1ccccc1,2%,21%,-17%,-5%,5,-9%
O=C(CSc1nc2ccccc2o1)N1CCN(C(=O)c2ccco2)CC1,2%,9%,-14%,2%,36,52%[activator]
O=C(NCCc1ccccc1)C(=O)c1c(-c2ccccc2)[nH]c2ccccc12,0%,?,-14%,?,-10,-14%
O=C1c2cccc3cccc(c23)C(=O)N1c1nccs1,0%,15%,0%,?,-22,-5%
CC(NC(=O)c1ccc2c(c1)N(Cc1cccc(F)c1)C(=O)c1ccccc1S2)c1ccccc1 (configuration not stated),.,.,11%,-3%,3,.
Cc1c(C)n(Cc2ccccc2)c2ncnc(NCCN(C)C)c12,-3%,-5%,4%,4%,8,-9%
CCc1cc(=O)[nH]c(SCC(=O)N2CCCC2)n1,.,17%,-17%,?,-17,-9%
CN(C(=O)CSc1nc2c(c(=O)[nH]1)CCCC2)C1CCCCC1,-5%,1%,1%,4%,33,1%
Cc1cccc(NCC(=O)N/N=C\c2cccc(Oc3ccccc3)c2)c1,-2%,-20%,-2%,-11%,-67*,15%

# Nothing new here: an excerpt of the list.
SMILES,Giardia FBPA inh,HCV inh,Sm TGR inh,AmpC inh detg,HCMV antiviral,AMA1 RON2 block
O=C1c2cccc3cccc(c23)C(=O)N1c1nccs1,0%,15%,0%,?,-22,-5%
CC(NC(=O)c1ccc2c(c1)N(Cc1cccc(F)c1)C(=O)c1ccccc1S2)c1ccccc1 (configuration not stated),.,.,11%,-3%,3,.
Cc1c(C)n(Cc2ccccc2)c2ncnc(NCCN(C)C)c12,-3%,-5%,4%,4%,8,-9%
CCc1cc(=O)[nH]c(SCC(=O)N2CCCC2)n1,.,17%,-17%,?,-17,-9%
CN(C(=O)CSc1nc2c(c(=O)[nH]1)CCCC2)C1CCCCC1,-5%,1%,1%,4%,33,1%
Cc1cccc(NCC(=O)N/N=C\c2cccc(Oc3ccccc3)c2)c1,-2%,-20%,-2%,-11%,-67*,15%

# Random draw from the library (roughly 9.3% active in at least one column).
